# Screens: PubChem, National Center for Advancing Translational Sciences (NCATS)
# aSyn yeast inh: qHTS of alpha-syn Inhibitors; Yeast expressing alpha-synuclein, growth rescue, BacTiter-Glo, 24 h; 370,000 compounds, 0.14% hits; AID 652106, 2013; Potency, µM (titrated, usually from 46.1 µM), without a hit: at the highest dose growth rescue (activation), actives largely listed as activators; active means well fitted activation curve with a large enough effect; further: % of control where 0% means no effect; nearly all actives have a fitted effect of over 65% in size
#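 Readout is rescue of growth in alpha-synuclein-expressing yeast, so inhibitors of toxicity appear as activators. Growth after 24 hr at 30 deg C in galactose medium is quantified by luminescence.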
# * marks the source's active call; other numbers are inactive results; & = joins results of further samples. Potency means the concentration at half of the fitted maximal effect. A portion of the library, so the mix of outcomes need not match the whole.
SMILES,aSyn yeast inh
CCC1C(=O)OCC1Cc1cncn1C (centres undefined),0%&2%
